ERK AVP inh: qHTS Assay for Inhibitors of the ERK Signaling Pathway using a Homogeneous Screening Assay. HEK293-V1b, vasopressin-stimulated pERK AlphaScreen. Potency, µM (top dose mostly 57.5 µM), for the others: at the top dose activity, negative = inhibition, usual class: inhibitors. 72,000 compounds, 0.99% hits; further: potency means the concentration at half of the fitted maximal effect; on the % scale 0 is the no-effect control and ±100 the full control effect; nearly all actives have a fitted effect of over 55% in size
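HEK293 cells stably expressing V1b receptor, preincubated 30 min at 37 °C with compound, then stimulated 5 min with 25 nM vasopressin. Phospho-ERK by AlphaScreen SureFire after 5 h RT; normalized to DMSO and vasopressin; AC50 by Hill fit.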
Caspase-1 inhib: qHTS Assay for Allosteric/Competitive Inhibitors of Caspase-1. P29466. Caspase-1 enzyme, Ac-WEHD-AFC fluorogenic rate. Potency, µM (doses to about 57.5 µM), for the others: top-dose activity change, negative = inhibition, most hits filed as inhibitors. 75,000 compounds, 0.03% hits. AID 900, 2007;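 further: potency means the concentration at half of the fitted maximal effect; plate controls were vehicle for no effect and no substrate for full effect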
FLuc inh: qHTS Assay for Inhibitors of Firefly Luciferase; purified firefly luciferase, luminescence, 8 min; 72,000 compounds, 2.2% hits; Potency, µM (titrated, usually from 57.1 µM), for the others: at the highest dose activity change, negative = inhibition, hits mostly inhibitors; Luciferin 4-monooxygenase (Photinus pyralis), P08659; further: potency means the concentration at half of the fitted maximal effect; on the % scale 0 is the no-effect control and ±100 the full control effect; nearly all actives have a fitted effect of over 40% in size
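Firefly luciferase (PKLight detection mix) with 10 uM ATP in pH 7.2 imidazole buffer (KCl, MgCl2, Tween 20, BSA). Compounds tested across a concentration series (qHTS). Luminescence read after 8 min at ambient temperature.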
Casp7 inh: qHTS Assay for Allosteric/Competitive Inhibitors of Caspase-7; 75,000 compounds, 0.02% hits; P55210; recombinant caspase-7, Ac-DEVD-AFC fluorescence rate; Potency, µM (highest dose often 57.5 µM), for inactives: top-dose activity change, negative = inhibition, usual class: inhibitors; active means well fitted inhibition curve with a large enough effect in the main read-out, with a control signal flat, not every such curve was filed as active; inconclusive means small, poorly fitted or top-dose-only effect, or a change in a side signal; further: potency means the concentration at half of the fitted maximal effect; % of control where 0% means no effect
Rhodamine fluor: qHTS Assay for Spectroscopic Profiling in Rhodamine Spectral Region; 59,000 compounds, 0.05% hits; AID 594, 2007; max dye-equivalent concentration, M; Rhodamine-region fluorescence, 547/598 nm, Tris buffer; hits give high values; in the data active means max dye-equivalent concentration above about 11 nM; inconclusive means between about 1.1 nM and that limit
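A six-point rhodamine series on each plate calibrates the signal. Compounds sit in 100 mM Tris (pH 8.0) for 15 min at ambient temperature before imaging through 547 nm/598 nm filters.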
HADH2 inhib: qHTS Assay for Inhibitors of HADH2 (Hydroxyacyl-Coenzyme A Dehydrogenase, Type II). 3-hydroxyacyl-CoA dehydrogenase type-2 (Homo sapiens), Q99714. recombinant HADH2, NADH fluorescence, beta-hydroxybutyryl-CoA. Potency, µM (top dose mostly 57.1 µM), inactives show at the highest dose activity change, negative = inhibition, most hits filed as inhibitors. 73,000 compounds, 3.4% hits. AID 886, 2007; further: potency means the concentration at half of the fitted maximal effect; on the % scale 0 is the no-effect control and ±100 the full control effect; nearly all actives have a fitted effect of over 60% in size; many of its hits are not listed in these tables
Target sequence (Q99714 whole entry, looked up, one chain of several): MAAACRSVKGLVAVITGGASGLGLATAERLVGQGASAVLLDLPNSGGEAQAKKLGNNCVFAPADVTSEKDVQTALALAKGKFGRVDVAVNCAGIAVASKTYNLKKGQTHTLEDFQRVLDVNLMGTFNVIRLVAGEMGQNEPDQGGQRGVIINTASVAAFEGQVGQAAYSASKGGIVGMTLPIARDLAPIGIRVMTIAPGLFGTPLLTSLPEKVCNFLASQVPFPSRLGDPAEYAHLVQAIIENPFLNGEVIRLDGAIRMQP
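Activity measured as NADH fluorescence gain (360/450 nm), taken as the change between first and last reads of a 4-min kinetic run. Conditions: pH 9.0 Tris buffer, 20 nM E. coli-expressed His-tagged enzyme, 1 mM NAD+, 90 uM beta-hydroxybutyryl-CoA; 15-min compound preincubation.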
Tau filament bind: qHTS Assay for Tau Filament Binding | recombinant tau filaments, thioflavin S fluorescence, 15 h; filaments grown with octadecylsulfate alongside compound | 71,000 compounds, 2% hits | Potency, µM (doses to about 57.1 µM), without a hit: top-dose activity change, negative = inhibition | AID 596, 2007 | Microtubule-associated protein tau (Homo sapiens), P10636;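 further: potency means the concentration at half of the fitted maximal effect; on the % scale 0 is the no-effect control and ±100 the full control effect; actives lower thioflavin S fluorescence by blocking filaments or displacing dye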
Target sequence (P10636 whole entry, looked up): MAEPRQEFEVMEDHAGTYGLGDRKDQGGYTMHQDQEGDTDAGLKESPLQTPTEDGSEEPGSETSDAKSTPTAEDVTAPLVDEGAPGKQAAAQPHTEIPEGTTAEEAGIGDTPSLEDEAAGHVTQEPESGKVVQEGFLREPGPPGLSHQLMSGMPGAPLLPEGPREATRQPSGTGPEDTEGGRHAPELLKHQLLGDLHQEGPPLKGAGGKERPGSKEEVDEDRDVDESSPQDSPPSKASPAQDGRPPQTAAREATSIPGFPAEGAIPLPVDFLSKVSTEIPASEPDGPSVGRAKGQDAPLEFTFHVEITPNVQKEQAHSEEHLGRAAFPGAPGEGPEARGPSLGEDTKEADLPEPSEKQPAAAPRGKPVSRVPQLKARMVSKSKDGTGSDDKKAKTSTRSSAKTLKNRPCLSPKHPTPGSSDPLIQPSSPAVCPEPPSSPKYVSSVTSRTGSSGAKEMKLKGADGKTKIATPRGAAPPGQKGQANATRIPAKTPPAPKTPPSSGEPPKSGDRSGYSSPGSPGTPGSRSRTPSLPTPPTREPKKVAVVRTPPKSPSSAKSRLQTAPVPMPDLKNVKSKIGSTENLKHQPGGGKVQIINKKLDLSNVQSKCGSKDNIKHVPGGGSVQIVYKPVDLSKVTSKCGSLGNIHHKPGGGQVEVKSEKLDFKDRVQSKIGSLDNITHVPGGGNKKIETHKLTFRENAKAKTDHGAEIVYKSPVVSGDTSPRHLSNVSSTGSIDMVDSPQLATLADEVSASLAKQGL
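His-tagged recombinant human tau (exons 2, 3, 10; 1 uM final) fibrillized with 30 uM sodium octadecylsulfate, 15 h at 37 C, in pH 7.4 HEPES buffer with 10 uM thioflavine S and 5 mM DTT. Reduced ThS fluorescence (450/510 nm) marks activity.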
Fluorescein fluor: qHTS Assay for Spectroscopic Profiling in Fluorescein Spectral Region | Compound autofluorescence, 480/540 nm, fluorescein-equivalent; hits give high values | 59,000 compounds, 0.91% hits | max fluorescein-equivalent concentration, M; in the data active means max fluorescein-equivalent concentration above about 10 nM; inconclusive means between about 1.1 nM and that limit
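Read-out is intrinsic compound fluorescence at 480/540 nm (excitation/emission), expressed as dye-equivalent concentration using a fluorescein standard series run on every plate. Compounds sat 15 min at room temperature in 100 mM Tris, pH 8.0.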
USP2a inhib: qHTS Assay for Inhibitors of Ubiquitin-specific Protease USP2a; AID 927, 2007; Ubiquitin carboxyl-terminal hydrolase 2 (Homo sapiens), O75604; 60,000 compounds, 0.1% hits; Potency, µM (top dose mostly 38.3 µM), without a hit: at the top dose activity change, negative = inhibition, hits mostly inhibitors; USP2a enzymatic assay, qHTS inhibition;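 further: potency means the concentration at half of the fitted maximal effect; nearly all actives have a fitted effect of over 60% in size; plate controls were DMSO for no effect and NEM full inhibition control for full effect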
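Coupled readout: USP2-cleaved Ub-PLA2 (20nM final) turns over NBD C6-HPC (20uM final), Ex 460nm/Em 535nm after 2.5 h, time-zero read flagging artifacts. Enzyme (20nM final, pH 8.0 Tris) given 30 min RT with compound first; NEM defines full inhibition.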
Texas Red fluor: qHTS Assay for Spectroscopic Profiling in Texas Red Spectral Region | Compound fluorescence, Texas Red channel, 547/618 nm; hits give high values | max dye-equivalent concentration, M | 59,000 compounds, 0.06% hits | AID 587, 2007; in the data active means max dye-equivalent concentration above about 10 nM; inconclusive means between about 1.1 nM and that limit
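Compound titrations in 100 mM Tris pH 8.0 were incubated 15 min at room temperature and read at 547 nm excitation / 618 nm emission. Texas Red six-point standard curve on each plate converted fluorescence to dye-equivalent concentration.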
HEK293 cAMP ctrl: qHTS Assay for Agonists of the Thyroid Stimulating Hormone Receptor: Activators of Intracellular cAMP Concentrations in Parental HEK 293. 73,000 compounds, 2.5% hits. Potency, µM (doses to about 57.1 µM), for the others: at the highest dose activation, usual class: activators. AID 938, 2007. parental HEK293 CNG cAMP sensor, membrane potential fluorescence; further: potency means the concentration at half of the fitted maximal effect; % of control where 0% means no effect; nearly all actives have a fitted effect of over 55% in size
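Counterscreen for endogenous-receptor signalling: CNG-channel HEK 293 cells report cAMP rise by membrane depolarization. After 60 min dye equilibration with 100 uM RO 20-1724, compounds incubated 30 min before bottom-read fluorescence at 590 nm.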
* marks the source's active call; other numbers are inactive results; i = inactive; ? = inconclusive; nt = no result given; & = joins results of further samples; ! = not confirmed by another sample; [ ] = dose if it differs, or a comment. Unless noted, the call rests on the fitted dose curve; in most records, active means well fitted curve in the direction sought with a large enough effect; inconclusive means small, poorly fitted or top-dose-only effect, or another doubt; inactive means no such curve, though single readings can be large; an effect the other way counts as inactive or inconclusive. A portion of the library; rates above refer to the full screens.

SMILES	ERK AVP inh	Caspase-1 inhib	FLuc inh	Casp7 inh	Rhodamine fluor	HADH2 inhib	Tau filament bind	Fluorescein fluor	USP2a inhib	Texas Red fluor	HEK293 cAMP ctrl
O=C(CSc1nc2ccccc2s1)N1CCOCC1	9.7%	0.4%	-1.6%	0.7%	i	-8.9%	1.2%	?	-6.5%	i	8.0%
CCOc1ccc(-n2c(C)nc3c(cnn3-c3ccc(Cl)cc3)c2=O)cc1	9.1%	-1.7%	2.6%	0.2%	i	7.5%	9.8%	i	4.0%	i	25.5%
O=S(O)O.O=S(O)O.[Co].[NH2-].[NH2-].[NH2-].[NH2-]	-5.5%[11.5 µM]	0.5%[11.5 µM]	3.3%[11.4 µM]	1.9%[11.5 µM]	i	12.9%[11.4 µM]	-4.7%[11.4 µM]	?	nt	i	20.8%[11.4 µM]
CCOC(=O)c1nc(N)c(=O)n(-c2ccccc2)n1	-6.5%	-2.5%	2.1%	-1.6%	i	-2.7%	43.8%	i	-3.9%	i	-1.2%
CCOC(=O)C1C(c2ccc3c(c2)OCO3)NC(=O)NC1(O)C(F)(F)F (configuration not stated)	1.2%	0.8%	-0.3%	-0.2%	i	-1.8%	2.6%	?	5.9%	i	1.0%
O=C(CN1CCOCC1)OCCCC1CCCCC1	-0.2%	-3.2%	3.5%	-2.0%	i	-6.9%	115.5%	i	5.5%	i	-1.3%
Cn1c(SCC(=O)Nc2nccs2)nnc1-c1ccncc1	11.0%	2.3%	1.5%	-0.3%	i	-10.3%	-3.2%	i	-4.9%	i	0.7%
Cc1cnc(CNc2nc(-c3cccc(NS(C)(=O)=O)c3)nc3ccccc23)cn1	-24.9%	-1.5%	0.3%[2.29 µM]	-4.3%	i	2.1%	-15.2%	i	93.9%[activator]	i	2.7%
CN(C)CCN(Cc1ccccc1)c1ccnc(N(C)C)c1C#N	-15.5%	2.0%	1.1%	-1.8%	nt	4.4%	-28.2%	nt	-1.1%	nt	10.2%
COC(=O)N1CCC2(CC1)CN(C(=O)Nc1ccccc1)C2	0.3%	-1.8%	0.4%[11.4 µM]	-0.2%	i	-4.2%	1.3%	i	-7.2%	i	-3.7%
O=S1(=O)NC(=NC2CCCCCC2)c2ccccc21	-11.0%	0.3%	0.2%	-0.4%	i	-2.3%	13.1%	?	2.7%	i	7.8%
COc1cc(NC(=O)CSc2nnc3n2C(C)(C)Cc2ccccc2-3)cc(OC)c1	-0.1%	-2.3%	-2.2%	-1.5%	i	3.6%	74.9%	?	4.4%	i	?
CCOc1cc(S(=O)(=O)NC2CCCC2)ccc1Cl	-5.4%	-1.9%	1.8%	-1.5%	i	-4.7%	-13.8%	i	2.3%	?	7.4%
COc1ccc(NC(=O)CCCC2=NS(=O)(=O)c3ccccc3N2)cc1	-14.2%	-7.5%	1.9%	0.4%	nt	3.8%	7.5%	nt	nt	nt	-6.0%
O=C(OCN1C(=O)c2ccccc2C1=O)C1CCCCC1	2.1%	-2.4%	-0.6%	-1.2%	nt	1.5%	?	nt	0.8%	nt	23.3%
O=C(c1ccco1)N(Cc1cccs1)C1CCS(=O)(=O)C1 (configuration not stated)	-26.6%	-0.9%	0.6%	0.3%	i	0.7%	2.5%	i	-0.7%	i	?
COc1ccc(NC(=O)Nc2ccc3nccnc3c2)cc1	-24.8%	-1.9%	6.31µM*	-3.1%	nt	5.7%[11.4 µM]	3.16µM*	nt	5.2%[7.66 µM]	nt	-23.9%[11.4 µM]
Cc1ccc(NC(=O)CN(C)C(=O)CN2C(=O)NC(C)(c3ccccc3)C2=O)cc1 (configuration not stated)	8.1%	-1.1%	0.9%	0.7%	i	18.3%	-12.0%	?	6.5%	i	-2.3%
CCOC(=O)CCNC(=O)c1ccccc1Br	-1.6%	1.8%	4.0%	-0.3%	i	-12.1%	11.1%	?	-5.6%	?	10.0%
COC(=O)Cc1c(C)nc2nc(-c3ccccc3)[nH]n2c1=O	-26.1%	-1.6%	25.1µM*	-1.7%	i	23.4%	?	i	44.1%[activator]	i	-19.3%
O=C(COC(=O)c1ccccc1O)Nc1ccc(OC(F)F)cc1	6.5%	3.6%	-3.8%	6.4%	i	25.5%	-15.0%	i	-3.6%	?	6.3%
O=C(Cn1c(=O)[nH]n(-c2ccccc2)c1=O)N1CCCc2ccccc21	5.2%	1.0%	-0.2%	6.2%	i	1.5%	3.1%	?	0.7%	i	-1.5%
CC(=O)N[C@@H](c1ccccc1)[C@]1(C)C[C@H]1[C@@H](C)C(=O)Nc1ccc2ccccc2c1	11.7%	-0.3%	nt	-1.3%	nt	-5.7%	-5.1%	nt	nt	nt	?
CCOC(=O)N1CCN(C(=O)CSc2nnc(-c3cccc(Cl)c3)o2)CC1	-11.3%	-0.8%	3.0%	-16.3%	nt	1.5%	7.8%	nt	nt	nt	7.1%
COc1cc(C2N(c3cccc(Cl)c3)C(=O)C3CCCN32)cc(OC)c1OC (configuration not stated)	-10.2%	-0.3%	-0.6%	-1.8%	nt	1.5%	-20.5%	nt	nt	nt	18.0%
(further entries)
SMILES	ERK AVP inh	Caspase-1 inhib	FLuc inh	Casp7 inh	Rhodamine fluor	HADH2 inhib	Tau filament bind	Fluorescein fluor	USP2a inhib	Texas Red fluor	HEK293 cAMP ctrl
Cc1ccc(-n2c(SCC3CCCCO3)nnc2-c2ccco2)cc1 (configuration not stated)	-10.5%	0.7%	1.6%	-9.5%	i	-1.8%	13.3%	?	6.5%	i	?
O=C(CCCN1CCC(O)(c2cccc(C(F)(F)F)c2)CC1)c1ccc(F)cc1	16.8%	1.8%	-0.7%	0.7%	i	13.1%	-7.4%	i	5.5%	i	6.5%
CC(C)NC(=O)N1CCCC2(CCN(C(=O)c3cccn3C)CC2)C1	-18.1%	-2.7%	-0.5%[11.4 µM]	0.2%	i	0.3%	1.2%	i	10µM*	i	?
CS(=O)(=O)N1CCC(C(=O)Nc2c(F)cccc2F)CC1	-7.1%	-3.1%	2.8%	1.6%	i	4.5%	-6.3%	i	-1.2%	i	9.8%
COc1ccc(OC)c(CNC(=O)C2CCCN(c3nc4ccccc4o3)C2)c1 (configuration not stated)	-25.6%	-3.0%	1.2%	0.2%	i	11.0%	-6.6%	?	10.9%	?	?
CCC(NC(=O)c1ccccc1O)c1ccccc1 (configuration not stated)	5.7%	-1.2%	0.1%	-1.0%	i	25.1µM*	6.9%	i	-9.9%	i	?
CCC(=O)Nc1cccc(NC(=O)CSc2nnnn2C)c1	-2.1%	-0.1%	-3.7%	-0.8%	i	3.0%	-5.9%	i	nt	i	8.7%
Cn1c(=O)n(C)c2cc(NC(=O)CSc3nnc(-c4ccccc4O)n3-c3ccccc3)ccc21	-26.6%	-4.2%	-1.1%	-0.6%	i	11.4%	108.1%	?	46.8%[activator]	i	12.6%
Cc1ccc(Cl)cc1N1CCN(S(=O)(=O)c2c(C)[nH]c(=O)[nH]c2=O)CC1	0.8%	0.2%	1.7%	-1.8%	i	-2.4%	101.9%	i	14.3%	i	-5.5%
N#C/C(=C(\O)c1ccco1)c1ccccn1	-18.0%	-3.3%	0.1%	-2.3%	i	-4.2%	-5.7%	i	-2.4%	i	0.0%
CC(=O)Nc1cc2nn(-c3ccccc3)nc2cc1Cl	3.7%	-1.8%	?	0.8%	i	168.9%[activator]	-20.2%	i	-6.4%	i	-5.3%
N=C(N)SCc1cccc2c(=O)cc(-c3ccccc3)oc12	2.1%[11.5 µM]	-2.5%[11.5 µM]	3.1%[11.4 µM]	-0.2%[11.5 µM]	i	10.0%[11.4 µM]	-17.6%[11.4 µM]	i	nt	i	0.8%[11.4 µM]
C[C@H](NC(=O)/C(C#N)=C/c1ccc(O)c(O)c1)c1ccccc1	10µM*	0.5%	-5.8%&0.0%&1.3%	-2.9%	i	15.8µM*!	?	?	-14.7%	i	?
O=C(c1ccncc1)N1CCC2(CC1)CN(Cc1cc(C(F)(F)F)cc(C(F)(F)F)c1)C2	29.6%	-1.7%	-1.5%[11.4 µM]	-1.4%	i	18.4%	8.9%	i	86.7%[activator]	i	10.7%
